Screens (PubChem)
miR-122 sensor – miR-122 inhibition in Huh7 cells; Huh7 miR-122 Renilla luciferase sensor, 48 h; neutral wells = 0, positive control = 100; activation (reporter increase), % at 12.5 µM; actives 0.3% (n = 340,000); AID 602342;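 active = mean replicate activation score at least 90 and every replicate individually at or above 90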;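 also: higher luciferase means less miR-122 activity so hits act as miR-122 inhibitors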
* marks the source's active call; other numbers are inactive results.

SMILES | miR-122 sensor
Cc1ccc(C(=O)NCC(C)(C)N2CCOCC2)s1 | -3
COc1ccc(CN(CC(=O)NCc2ccco2)C(=O)CCC(=O)Nc2ccccn2)cc1 | -4
O=C(c1ccc(S(=O)(=O)N2CCCCC2)cc1)N1CCN(Cc2ccc3c(c2)OCO3)CC1 | -8
CC(Oc1ccc(Cl)cc1)c1ccnn1S(C)(=O)=O (configuration not stated) | -5
Cc1cccc(N2C(=O)CC(N3CCN(C(=O)c4ccccc4)CC3)C2=O)c1 (configuration not stated) | -21
O=C(/C=C/c1ccc(OC2CSC2)cc1)c1ccccc1 | -6
Cc1ccccc1C(=O)NC(=S)NCC(=O)c1ccccc1 | -10
O=C(COc1ccccc1Cl)NC(=O)NC1CCCC1 | 5
N#Cc1cc2c(nc1SCC(=O)N1CCOCC1)CCCCC2 | -2
CCCN=Cc1c(CCC)[nH]n(-c2nc3ccccc3s2)c1=O | -1
O=C1c2cccc3cccc(c23)C(=O)N1c1ccncc1 | -16
NC(=O)c1oc2ccccc2c1NC(=O)c1ccccc1 | 11
C=CCn1c(SCC(N)=O)nnc1-c1cccc(Br)c1 | 8
CC1(C)c2ssc(=S)c2-c2ccccc2N1C(=O)c1ccco1 | -1
O=C(Cn1nnc2ccccc21)OCC(=O)c1ccccc1 | 1
COC(=O)c1c(NC(=S)Nc2ccc(CC(=O)O)cc2)sc(C)c1C | 0
Cn1cc(S(=O)(=O)N2CCOCC2)cc1C(=O)NCCc1ccccc1 | 1
Cc1nnc(C)n1/N=C/c1cc(Br)cc(Br)c1O | -2
Cc1ccc(CNC(=O)C2(C(F)(F)F)C/C(=C\Cc3ccccc3)CCCO2)o1 (configuration not stated) | -4
CCOC(=O)C1(C)NC(c2ccccc2F)C2C(=O)N(c3cccc(C(C)=O)c3)C(=O)C21 (configuration not stated) | -7
CC(C)(C)c1cc(C(=O)NCc2ccccc2)ccn1 | -3
CCOC(=O)c1c(-c2cccs2)csc1NC(=O)CC(C)C | 3
CC1CCCCC1NC(=O)CSc1nnc(CN2CCOCC2)n1C (configuration not stated) | 0
Cc1ccc(S(=O)(=O)CC(=O)NC(C)(C)C)cc1 | 13
CC(=O)c1c(C)nc(-c2ccc(Cl)cc2Cl)n1O | -1
COC(=O)c1sc(NC(=O)CC(C)C)c(C(=O)OC)c1C | -2
COC(=O)c1ccccc1NC(=O)c1ccc(COc2ccc3c(c2)CCC3)cc1 | -2
Cc1nnsc1C(=O)Nc1ccc(Cl)cc1 | 13
O=C(NCc1ccccc1)c1cc(-n2cnnc2)ccc1Cl | -4
CCOc1ccc(-c2nnc(-c3snc(-c4ccc(F)cc4)c3N=CN(C)C)o2)cc1 | -8
CCCn1nc(Oc2nc(SC)nc(N(C)C)n2)ccc1=O | 0
O=C(OCc1cn(-c2ccc(Cl)c(Cl)c2)nn1)c1ccccc1Cl | 10
CCc1cccc(CC)c1NC(=O)c1cccc(N)c1 | 1
O=C(COc1ncnc2ccccc12)N1CCN(S(=O)(=O)c2ccc(Cl)cc2)CC1 | -14
CCN(CC)C(=O)CSc1nnc(C2CCCCC2)o1 | 7
CCOC(=O)CCCn1c(C)nc(=O)c(-c2ccccc2)c1C | -4
CCc1ccc(NC(=O)C2CCN(S(C)(=O)=O)CC2)cc1 | -2
Cc1[nH]c2ccccc2c1C(c1ccccn1)N1CCC(C(N)=O)CC1 (configuration not stated) | -4
O=C(NCc1cccs1)c1nc2c(nnn2Cc2ccc(F)cc2)c(=O)[nH]1 | -3
CCOC(=O)c1c(CC(C)C)csc1NC(C)=O | 2
O=C(N1CCCCCC1)N1CCN(C(=O)N2CCOCC2)CC1 | -8
O=C(CSc1nnc(-c2ccc(OC(F)F)cc2)o1)NCc1cccs1 | 3
COC(=O)c1c(NC(=O)Cn2cc([N+](=O)[O-])cn2)sc2c1CCC2 | 0
C[C@@H]1CN([C@H](C)CO)C(=O)Cc2cc(NS(=O)(=O)c3ccc(Cl)cc3)ccc2O[C@H]1CN(C)Cc1ccc(C(F)(F)F)cc1 | -20
CC12CCC(C(=O)Nc3cccc4ccccc34)(C1Br)C2(C)C (configuration not stated) | 23
NC1=NC(=O)/C(=C/c2ccccc2OS(=O)(=O)c2ccc3ccccc3c2)S1 | 4
CCOc1cc(/C=N/NC(N)=O)cc(Br)c1OCC(=O)Nc1ccccc1C | -1
O=C(Nc1ccccc1)OCc1ccccn1 | -3
COCCN(C(=O)C(C)C)c1nnc(-c2ccc(C)cc2)s1 | 10
CCCCOC(=O)CSC1=C(C#N)C(c2ccccc2OC)C(C#N)C(=O)N1 (configuration not stated) | -3
Cc1ccc(N=Cc2sc(O)c3ccccc23)c(C)c1 | -1
CSc1nc2ccc3nc(NC(=O)c4ccc(Cl)s4)sc3c2s1 | 0
O=C(O)C1CC=CCC1C(=O)Nc1cccc(Cl)c1 (configuration not stated) | 7
CCN1C(=O)C(CC(=O)Nc2cc(C)ccc2C)SC1=Nc1ccc(S(N)(=O)=O)cc1 (configuration not stated) | -4
CC(C)(C)NC(=O)C1CN(S(=O)(=O)c2ccccc2)CCN1S(=O)(=O)c1ccccc1 (configuration not stated) | 0
COc1ccc(C(=O)Nc2ccc(NC(=O)c3ccco3)c(Cl)c2)cc1OC | -10
CCCn1nnnc1SCC(=O)c1ccc(NC(C)=O)cc1 | -6
c1ccc2oc(CCc3nc4ccccc4o3)nc2c1 | -8
O=c1cnnc(SCCc2ccccc2)[nH]1 | -6
CC(C)(C)C1=CC(=O)C(=O)C(C(C)(C)C)=C1 | 2
Next records:
SMILES | miR-122 sensor
CCC(CC)C(=O)NCCN1CCN(C(=O)C(CC)CC)CC1 | 9
Cc1[nH]n(-c2cccc(Cl)c2)c(=O)c1-c1ccccc1 | 0
CC(=O)OCC1OC(n2ccc(=O)[nH]c2=O)C(O)C1O (configuration not stated) | 0
O=C(CNC(=O)C1CCCCC1)Nc1ccc(Cl)cc1 | 13
COc1ccc(CNC(=O)c2ccc(C)o2)cc1 | 3
COc1ccc(-c2cc(N)n(CCC#N)n2)c(OC)c1 | 0
O=C(Nc1cccc(S(=O)(=O)N2CCCCC2)c1)c1ccc2c(=O)n3c(nc2c1)CCCCC3 | -20
CC(=O)N1CCN(c2ccc(NCc3ccc4c(c3)OCO4)cc2)CC1 | 1
CC(=O)c1ccc(OCC(O)CN2CCOCC2)cc1 (configuration not stated) | -4
NC(=O)c1ccc([N+](=O)[O-])cc1SCc1ccccc1 | 23
COC(=O)c1ccccc1NC(=O)Cc1ccccc1OC | 6
Cc1ncc(C23CC4CC(CC(C4)C2)C3)[nH]1 | 2
C=CCOc1ccc(CNc2nccs2)cc1OC | -1
CC(=O)c1c(C)[nH]c(C(=O)NCc2ccccn2)c1C | 6
Cc1nc2ncnn2c(N2CCN(C(=O)c3cccc(F)c3)CC2)c1Cc1ccccc1 | -1
CCOC(=O)C1CCN(C(=O)c2ccccc2N(C)S(C)(=O)=O)CC1 | 5
COc1cccc(CN(C(=O)c2cc3ccccc3oc2=O)C2CC2)c1 | 55
O=C(c1ccccc1)c1nc2ccccc2n(CCCn2c(=O)c(C(=O)c3ccccc3)nc3ccccc32)c1=O | 18
CN(C)S(=O)(=O)c1cccc(C(=O)NC2CCCc3ccccc32)c1 (configuration not stated) | 17
O=C(O)CCSCCC(=O)O | 0
COc1cccc(C(=O)NNC(=S)NC2CCCCC2)c1 | 18
CC(=O)N1CCc2cc(S(=O)(=O)NCCC(=O)N3CCN(c4ccccn4)CC3)ccc21 | -5
CC1=C(C(=O)OCC2CCCO2)C(c2ccncc2)C2=C(CC(C)(C)CC2=O)N1 (configuration not stated) | -2
O=c1c2ccccc2c(/C=N/n2cnnc2)c(O)n1-c1ccccc1 | -3
CCCOC(=O)c1ccc(NC(=O)c2cnccn2)cc1 | -3
CCOc1ccc(N(C(=O)Nc2ccccc2)C2=NCCC2)cc1 | -1
O=S(=O)(NC1CCCCCC1)c1cccc2cccnc12 | 35
COc1ccc([C@H](C)NC[C@H](O)c2ccc(O)c(NC=O)c2)cc1 | 5
O=C(CSc1nnnn1C1CC2CCC1C2)Nc1ccnc2ccccc12 (configuration not stated) | -3
CCOc1cc(C(=O)Nc2c3c(nn2C(C)(C)C)CS(=O)C3)cc(OCC)c1OCC (configuration not stated) | -12

Shown as comma-separated lines: entries from further up
SMILES,miR-122 sensor
CCOc1ccc(N(C(=O)Nc2ccccc2)C2=NCCC2)cc1,-1
O=C(O)CCSCCC(=O)O,0
COc1ccc([C@H](C)NC[C@H](O)c2ccc(O)c(NC=O)c2)cc1,5
O=c1c2ccccc2c(/C=N/n2cnnc2)c(O)n1-c1ccccc1,-3

Fetched by compound from the entries so far, seven records:
SMILES | miR-122 sensor
O=C(O)CCSCCC(=O)O | 0
CCOC(=O)c1c(-c2cccs2)csc1NC(=O)CC(C)C | 3
COc1ccc(CN(CC(=O)NCc2ccco2)C(=O)CCC(=O)Nc2ccccn2)cc1 | -4
CC12CCC(C(=O)Nc3cccc4ccccc34)(C1Br)C2(C)C (configuration not stated) | 23
CC(C)(C)C1=CC(=O)C(=O)C(C(C)(C)C)=C1 | 2
CCOC(=O)c1c(CC(C)C)csc1NC(C)=O | 2
CC(=O)c1c(C)nc(-c2ccc(Cl)cc2Cl)n1O | -1

Additional structures follow.
SMILES | miR-122 sensor
O=c1[nH]cnc2c1nc(SCc1ccccc1)n2C1OC(CO)C(O)C1O (configuration not stated) | 1
COc1ccc(-c2cnc(SCC(=O)Nc3ccc4c(c3)OCO4)n2Cc2ccco2)cc1 | 0
Cc1[nH]c2ccccc2c1C(=O)CSc1nc2cc(S(=O)(=O)N3CCCCC3)ccc2o1 | 9
Cc1ccc(Oc2nc(CN3CCOCC3)nc3sc4c(c23)CCC(C)C4)cc1 (configuration not stated) | -1
COc1ccc(OCCOC(=O)c2ccc(-n3cnnn3)cc2)cc1 | -3
O=C(O)c1cc(S(=O)(=O)N2CCCCC2)ccc1F | -9
CCOC(=O)C1CCN(C(=O)COc2ccc(Cl)cc2)CC1 | -4
CCOC(=O)c1sc2nc(C(C)C)c3c(c2c1N)CC(C)(C)OC3 | 2
O=C(COc1ccc(Cl)cc1Cl)NC1CCSC1=O (configuration not stated) | 3
CCCCC(=O)Nc1ccc(NC(=O)CC)cc1OC | -2
CCOC(=O)c1sc(NC(=O)c2ccc(S(=O)(=O)N3CCCCC3)cc2)nc1-c1ccccc1 | -11
O=C(NCC1CCCO1)C1CC(=O)N(C2CCCC2)C1 (configuration not stated) | -5
O=C1CCCN1CCCNc1ccc(S(=O)(=O)N2CCCCC2)cn1 | -5
N#Cc1ccc(N2CCN(c3ccc(F)cc3)CC2)cc1 | -9
COc1ccc(/C=C/C(=O)NC(=S)NNC(=O)c2ccco2)cc1 | 7
O=C(Cc1ccc(Cl)cc1)NNS(=O)(=O)c1ccc([N+](=O)[O-])cc1 | -1
CCn1c(=O)n(CC(=O)Nc2cc(OC)ccc2OC)c(=O)c2ccccc21 | -3
O=C(NC1CCCC1)C1CCCN1C(=O)Nc1ccccc1 (configuration not stated) | -14
Cc1c(NC(=O)N(C)C)c(=O)n(-c2ccccc2)n1C | 0
COc1ccc(N2CCN(c3ccc([N+](=O)[O-])cc3Cl)CC2)cc1 | -5
c1ccc2c(c1)nc1n2CCN1 | -3
COc1cccc(/C=N/N2C(=O)NC3(CCCCC3)C2=O)c1O | 5
COc1nc(N)c(S(=O)(=O)c2ccccc2C)cc1C#N | 5
NC(=O)C1CC(O)CN1c1nc(CN2CCOCC2)nc2scc(-c3ccccc3)c12 (configuration not stated) | -3
C=CCn1c(SCC(N)=O)nnc1-c1ccccc1O | 2
S=c1nc[nH]c2c1[nH]c1ccccc12 | -5
O=C(NC(NC(=S)Nc1ccccc1Cl)C(Cl)(Cl)Cl)c1cccc(Cl)c1 (configuration not stated) | 1
CC1CCCCC1NC(=O)c1ccc2c(c1)[nH]c(=O)n2C1CCCC1 (configuration not stated) | -4
O=c1c2cc3ccccc3n2cnn1Cc1ccccc1F | 1
Nc1ccc(Sc2cnn(-c3ccccc3)c(=O)c2Cl)cc1 | -13

In the list so far, 4 contain a COOH group.
SMILES | miR-122 sensor
COC(=O)c1c(NC(=S)Nc2ccc(CC(=O)O)cc2)sc(C)c1C | 0
O=C(O)C1CC=CCC1C(=O)Nc1cccc(Cl)c1 (configuration not stated) | 7
O=C(O)CCSCCC(=O)O | 0
O=C(O)c1cc(S(=O)(=O)N2CCCCC2)ccc1F | -9

New compounds follow.
SMILES | miR-122 sensor
COC(=O)C1C2C=CC3(CN(C4CCCC4)C(=O)C13)O2 (configuration not stated) | 4
Cc1cc(Br)cn2c(Cc3ccsc3)c(-c3ccc(Cl)cc3)nc12 | 15
CC1(C)CN(c2ccccc2)N(Cc2ccc(F)cc2)C1=O | -10
COc1ccc(N(C(=O)COc2ccccc2)C2C=CS(=O)(=O)C2)c(OC)c1 (configuration not stated) | -3
CCS(=O)(=O)NCCc1cc2ccc(C)cc2[nH]c1=O | 1
Cc1cc2oc(=O)cc(Cn3ccnc3)c2cc1O | -3
O=C(O)CCn1c(SCc2ccccc2)nc2ccccc21 | 4
Cc1nnc(NC(=O)CSc2nnc(-c3ccoc3C)n2CC(C)C)s1 | -4
COc1cc(C(=S)N2CCOCC2)cc(OC)c1OC(=O)Cc1ccc(F)cc1 | 4
COC(=O)CNc1c(-c2ccccn2)nc2ccc(Br)cn12 | -14
Nc1ccc2c3c(cccc13)CC2 | -12
CCOC(=O)C=C1CCN(c2ncc(C(F)(F)F)cc2Cl)CC1 | -12
O=C(CCN1C(=O)C2C3C=CC(C3)C2C1=O)NCCc1ccccc1Cl (configuration not stated) | -7
COc1ccccc1N1C(=O)c2cccc3c(C(=O)O)ccc(c23)C1=O | 10
c1c2c(cc3sc(N4CCOCC4)nc13)OCO2 | -6
COc1ccc(CCNC(=O)C(C(=O)c2ccccc2)n2ccccc2=O)cc1OC (configuration not stated) | 0
CCCn1c(/N=C/c2c[nH]c3ccccc23)nc2ccccc21 | -4
O=S(=O)(Nc1nc2ccccc2nc1N1CCc2ccccc2C1)c1ccc(Cl)cc1 | 43
COc1ccc(C(=O)NCC(C)C)c(OC)c1 | -1
O=C(NCc1cccs1)C1CCCN(S(=O)(=O)c2ccc(Br)s2)C1 (configuration not stated) | 0
COCC(=O)OCC(=O)Nc1cc(C(C)(C)C)nn1-c1ccccc1 | -1

Not all compounds are listed. The share of hits here may be higher or lower than overall.
